# Bioassay records from PubChem.
# Mdm2 ligase inh: Mdm2 E3 ligase (human) inhibition; cell-based MDM2 ubiquitination luciferase reporter, 2 h; 0 = plate control, 100 = twice control, blank-subtracted; signal enhancement, % at 5 µM; 0.11% of 210,000 active; AID 1230;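 active = signal enhancement of 30% or more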;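 note: luminescence tracks abundance of the self-degrading MDM2-luciferase fusion protein; higher signal means inhibition of MDM2 E3 ligase activity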
#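 Test system: stable mammalian line carrying autodegrading MDM2–luciferase fusion reporter; quantity: 2000 cells in each well; times: 4 h cell settling then 2 h compound exposure, 37 °C; detection: luminescence with SteadyLite reagent, 15 min at room temperature; evaluation: percent signal gain over controls, blank-subtracted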
# NPY1 pot ag: potentiates or activates human NPY-Y1 receptor; P25929; NPY-Y1 expressing cells, potentiator/agonist activation; activation, % at 3.6 µM; 0.37% of 220,000 active; AID 1304; in the data active = activation above about 33%, passing the limit was not always enough;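 note: cells stimulated with NPY at EC10 then isoproterenol at EC100; 0% = low agonist plus stimulus and 100% = saturating agonist plus stimulus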
# Target sequence (P25929 whole entry, looked up): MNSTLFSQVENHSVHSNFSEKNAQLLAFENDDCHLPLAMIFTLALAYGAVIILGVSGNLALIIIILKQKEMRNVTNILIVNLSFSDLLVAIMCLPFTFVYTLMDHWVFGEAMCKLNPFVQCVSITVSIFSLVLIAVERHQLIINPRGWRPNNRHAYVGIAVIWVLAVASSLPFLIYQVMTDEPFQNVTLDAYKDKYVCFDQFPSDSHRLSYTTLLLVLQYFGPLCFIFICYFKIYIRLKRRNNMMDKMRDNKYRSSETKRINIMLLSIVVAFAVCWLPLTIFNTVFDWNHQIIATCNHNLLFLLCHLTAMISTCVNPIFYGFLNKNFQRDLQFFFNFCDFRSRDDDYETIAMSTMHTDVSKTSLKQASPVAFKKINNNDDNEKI
# Hck Nef HTS: blocks Nef-activated human Hck kinase | P08631 | Recombinant Hck-YEEI plus Nef, Z-Lyte FRET kinase assay | inhibition, % at 20 µM | 0.68% of 220,000 active;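 active = Hck-Nef kinase inhibition above about 50%, limit read from the data; inactive = inhibition below that limit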;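 note: 0% = DMSO with Hck plus Nef and 100% = Hck alone without Nef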
# Target sequence (P08631 whole entry, looked up): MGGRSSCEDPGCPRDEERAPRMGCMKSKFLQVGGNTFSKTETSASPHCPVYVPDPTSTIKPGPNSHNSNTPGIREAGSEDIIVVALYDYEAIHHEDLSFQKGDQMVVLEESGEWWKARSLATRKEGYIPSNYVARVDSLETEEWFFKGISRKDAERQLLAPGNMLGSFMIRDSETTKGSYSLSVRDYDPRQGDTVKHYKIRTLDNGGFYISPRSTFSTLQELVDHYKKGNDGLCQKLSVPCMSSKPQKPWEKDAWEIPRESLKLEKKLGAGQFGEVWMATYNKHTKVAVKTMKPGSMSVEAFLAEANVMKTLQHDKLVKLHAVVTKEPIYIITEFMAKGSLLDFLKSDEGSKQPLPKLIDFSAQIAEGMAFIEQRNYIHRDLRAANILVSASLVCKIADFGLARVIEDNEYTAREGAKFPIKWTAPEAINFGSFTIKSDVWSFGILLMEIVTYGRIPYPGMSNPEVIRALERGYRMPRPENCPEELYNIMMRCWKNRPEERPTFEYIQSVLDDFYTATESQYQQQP
# NPY-Y2 PAM-ag: potentiates or activates human NPY-Y2 receptor | activation, % at 3.6 µM | 0.45% of 220,000 active | P49146 | cells expressing NPY-Y2, potentiator/agonist read-out; in the data active = activation above about 27%;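 note: cells stimulated with NPY near EC25 plus isoproterenol at EC100; 0% = vehicle plus submaximal agonist and 100% = vehicle plus saturating agonist; some results beyond the cut were filed as inactive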
# p97 inhibitor: inhibitors of human p97 ATPase | P55072 | recombinant p97 ATPase, Kinase-Glo ATP luminescence, 3 h | inhibition, % at 8 µM | 0.42% of 220,000 active; in the data active = inhibition above about 15%;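 note: 0% = DMSO vehicle and 100% = wells lacking enzyme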
# RBBP9 inh: human RBBP9 hydrolase inhibition; inhibition, % at 7.94 µM; 0.2% of 220,000 active; recombinant RBBP9, FP-Rh probe fluorescence polarization;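 active = inhibition above the campaign mean of all tested compounds plus 3 SD, cut at about 14% in these data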;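 note: plate controls were DMSO wells with RBBP9 for no effect and wells lacking RBBP9 protein for full effect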
# Target sequence (O75884 whole entry, looked up): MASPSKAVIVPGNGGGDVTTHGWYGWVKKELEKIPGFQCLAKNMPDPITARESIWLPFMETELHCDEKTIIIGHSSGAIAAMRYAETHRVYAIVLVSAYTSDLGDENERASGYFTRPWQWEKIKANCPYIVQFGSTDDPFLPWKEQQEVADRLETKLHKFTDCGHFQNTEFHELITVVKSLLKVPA
#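 Assay system: recombinant human RBBP9; Reagent: Serine-hydrolase probe FP-Rh, 375 nM pre-mixing; Doses: 7.94 µM single dose, 0.794% DMSO; Incubation: 30 min then 45 min, 25 °C; Detection: fluorescence polarization (mP), excitation 525 nm, emission 598 nm; Evaluation: percent inhibition from mP, scaled between DMSO and no-protein wells.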
# Runt-SMMHC FRET: Runt domain-CBFb-SMMHC interaction inhibition. 0.74% of 220,000 active. AID 1434. inhibition, % at 20 µM. Cerulean-Runt/Venus-CBFb-SMMHC FRET ratio 530/480, 1 h. Q01196+Q13951;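 active = mean inhibition across duplicate retests at 20 µM reaching about 50%, limit read from the data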;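 note: 0% = DMSO wells and 100% = wells with excess untagged CBFb-SMMHC; inhibitors lower the FRET ratio by blocking Runt binding to CBFb-SMMHC; some results filed as inactive read as strong as hits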
# Runt-CBFb FRET: inhibitors of human RUNX1 Runt domain binding to CBFb | Q01196+Q13951 | Cerulean-Runt/Venus-CBFb FRET ratio 530/480, 1 h | inhibition, % at 20 µM | 0.46% of 220,000 active | AID 1496;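 active = inhibition over about 50% at 20 µM in the single-dose screen, limit read from the data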;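 note: 0% = DMSO wells and 100% = excess unlabeled CBFb competitor control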
#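 Schedule: protein complex preformed 1 h, compound exposure 1 h, room temperature, dark; test system: Cerulean-labeled Runt domain protein; amount: 100 nM per protein; buffer or medium: Tris 50 mM pH 7.5, KCl, K2SO4, 0.01% BSA; read-out: loss of energy transfer signal; detection: FRET fluorescence; controls: 5 µM unlabeled CBFb as full-inhibition high control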
# NPY Y1 blocker: blocks the human neuropeptide Y Y1 receptor | HEK293-CNG Y1 cells, membrane potential fluorescence; NPY at EC95, then isoproterenol | inhibition, % at 3.6 µM | 1% of 200,000 active;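 active = inhibition above the campaign mean inhibition of all tested compounds plus 3 SD, cut at about 20% in these data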;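 note: 0% = DMSO wells given NPY plus isoproterenol and 100% = isoproterenol alone without NPY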
#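 Assay system: HEK293 Y1/CNG channel cell line; Doses: single compound dose of 3.6 µM, 0.4% DMSO; Timing: dye 3 h, compound 60 min room temperature, stimulation 45 min; Technique: Membrane-potential fluorescent dye readout; Measure: % inhibition of NPY effect.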
# Active calls of the source: *; x = not tested or not shown.
NPY-Y2 PAM-ag	Hck Nef HTS	Runt-CBFb FRET	Mdm2 ligase inh	p97 inhibitor	Runt-SMMHC FRET	NPY Y1 blocker	NPY1 pot ag	RBBP9 inh	SMILES
-14.2	18.1	4.5	-15.6	-6.9	-0.4	14.4	-25.3	-15.6	NS(=O)(=O)c1ccc(NC(=S)NC(=O)c2cccnc2)cc1
7.8	2.5	-5.7	-0.9	5.8	1.9	5.7	-7.7	-2.1	CCOc1ncccc1C(=O)Nc1cccc(C(=O)Nc2cccc(S(=O)(=O)CCO)c2)c1
1.5	10.7	-0.5	-6.2	-1.1	2.8	6.0	-13.6	-8.7	CCc1c(C)sc(NC(=O)c2cc(C(C)C)on2)c1C#N
1.2	21.5	-0.3	11.0	6.0	0.3	3.8	5.4	-6.3	CCC(=O)N/N=c1/sc2ccccc2n1C
3.1	1.4	0.2	-12.8	0.7	-3.6	1.3	4.1	-1.2	CCOC(=O)C(C(=O)OCC)C(C#N)c1ccccc1 (stereo unspecified)
-0.9	6.6	19.9	51.6*	7.0	12.2	-3.7	0.8	-9.2	O=S1(=O)C=C(Sc2nc3ccccc3s2)c2ccccc21
0.7	-0.5	6.9	-28.5	5.5	14.5	12.0	-8.5	4.8	CCOC(=O)COn1c(=O)c(-c2cccs2)[n+]([O-])c2ccccc21
4.0	0.2	-0.3	0.5	2.2	-6.9	-1.6	9.6	-1.3	COc1ccc(CC(=O)Nc2c3c(nn2-c2cccc(Cl)c2)CS(=O)C3)cc1 (stereo unspecified)
-9.9	-0.3	-0.3	-17.8	-0.7	-0.7	7.8	1.4	-12.4	OC(c1cccnc1)c1cccs1 (stereo unspecified)
7.3	0.7	-2.9	-16.2	-5.2	-3.7	1.7	9.9	10.0	CCN1C(=O)C(CC(=O)Nc2cc(C)ccc2C)SC1=Nc1ccc(S(N)(=O)=O)cc1 (stereo unspecified)
0.5	2.0	-3.0	-14.0	-0.6	-0.9	3.1	-3.9	1.7	CN1CCN(C(=O)CCCOc2ccc(Cl)cc2Cl)CC1
-5.4	1.6	0.6	-6.8	1.0	-5.1	0.6	-20.2	1.5	COc1ccc(C2=Nn3c(nnc3-c3ccncc3)SC2)cc1
6.4	0.1	-5.1	-5.4	5.9	-21.5	-3.2	11.6	0.6	O=C(N/N=C/c1ccc(Br)s1)c1ccc([N+](=O)[O-])cc1
27.6	9.0	-2.6	x	3.4	2.4	-4.6	12.4	-1.8	CN1C(C(=O)c2ccccc2)=C(N)c2ccccc2S1(=O)=O
-6.5	19.0	-1.2	0.1	2.9	0.8	-1.1	11.6	2.3	CCc1noc(C)c1C(=O)N1CCCC(CCC(=O)NCc2cccc(OC)c2)C1 (stereo unspecified)
-6.5	-1.5	-2.9	2.4	-0.1	-1.1	2.5	-21.7	-2.5	CSC1=NSC2=NC(=O)/C(=C\c3cccs3)C(=N)N12
6.3	0.3	3.1	-11.3	0.6	0.1	0.9	-15.3	-2.2	CN(C)CCCN(C(=O)c1cc2ccccc2oc1=O)c1nc2ccc(F)cc2s1
0.9	-38.1	-2.6	-12.6	2.5	-2.7	3.3	-11.8	5.6	N#C/C(=C/c1ccc(O)c([N+](=O)[O-])c1)C(=O)Nc1ccccc1
6.7	2.4	-1.0	-22.3	0.2	-8.5	0.7	-6.5	-7.5	N#Cc1cc(-c2ccccc2)c[nH]c1=O
14.3	-18.1	-1.5	-3.2	-3.5	-0.6	7.0	3.8	-1.3	COC(=O)/C(=C\Nc1ccccc1N)c1ncc(C(F)(F)F)cc1Cl
-6.2	22.0	-4.5	-8.0	6.6	-0.3	-2.2	-3.9	-3.9	O=C(Cn1cc(S(=O)(=O)N2CCN(c3ccccc3F)CC2)c2ccccc2c1=O)NCCCN1CCCCCC1
-5.7	11.9	-3.0	5.4	-8.0	0.8	-11.2	6.0	-7.0	COc1ccc(N(CC(=O)N2CCC(Cc3ccccc3)CC2)S(C)(=O)=O)cc1
3.5	0.0	1.5	-7.4	1.9	-6.8	-2.3	-15.5	-7.5	CC(C)C(NC=C1C(=O)OC(C)(C)OC1=O)C(=O)O (stereo unspecified)
8.3	2.6	1.6	-9.3	-1.6	0.9	4.3	-0.9	-10.7	CC(c1ccccc1)n1cnc2ccccc21 (stereo unspecified)
-6.5	3.4	-0.4	-6.3	-1.4	2.1	6.1	-19.8	-12.0	O/N=C/c1cc(Br)cc(Br)c1OCc1ccccc1
6.1	1.5	-3.2	-0.8	0.5	-0.6	3.2	-3.6	-1.4	C=CCn1c(C)cc(C(=O)COC(=O)COc2ccccc2C#N)c1C
-7.2	-10.1	-1.3	2.2	1.2	1.5	-3.0	5.5	-6.4	O=S(=O)(c1cccc(-c2nc3n(n2)Cc2ccccc2-3)c1)N1CCCC1
-1.3	-23.6	-2.2	-6.2	3.3	3.9	-2.9	-31.1	-5.4	Fc1ccc(COc2ccc(Cl)cc2/C=N/Nc2nc(N3CCCC3)nc(N3CCCC3)n2)cc1
-7.3	19.1	0.0	-5.8	0.3	3.4	-5.8	0.6	11.3	CC(C)NS(=O)(=O)c1ccc(CCC(=O)N2CCCCC2)cc1
-0.6	43.7	3.5	1.1	-0.3	88.4*	3.3	3.0	-4.7	Cc1cccn2c(=O)c3cc(C(N)=S)c(=N)n(CCCN4CCOCC4)c3nc12

# Five compounds out of the list above, arranged by their value in NPY1 pot ag, descending.
NPY-Y2 PAM-ag	Hck Nef HTS	Runt-CBFb FRET	Mdm2 ligase inh	p97 inhibitor	Runt-SMMHC FRET	NPY Y1 blocker	NPY1 pot ag	RBBP9 inh	SMILES
-9.9	-0.3	-0.3	-17.8	-0.7	-0.7	7.8	1.4	-12.4	OC(c1cccnc1)c1cccs1 (stereo unspecified)
-6.2	22.0	-4.5	-8.0	6.6	-0.3	-2.2	-3.9	-3.9	O=C(Cn1cc(S(=O)(=O)N2CCN(c3ccccc3F)CC2)c2ccccc2c1=O)NCCCN1CCCCCC1
0.7	-0.5	6.9	-28.5	5.5	14.5	12.0	-8.5	4.8	CCOC(=O)COn1c(=O)c(-c2cccs2)[n+]([O-])c2ccccc21
0.9	-38.1	-2.6	-12.6	2.5	-2.7	3.3	-11.8	5.6	N#C/C(=C/c1ccc(O)c([N+](=O)[O-])c1)C(=O)Nc1ccccc1
1.5	10.7	-0.5	-6.2	-1.1	2.8	6.0	-13.6	-8.7	CCc1c(C)sc(NC(=O)c2cc(C(C)C)on2)c1C#N

# (next part)
NPY-Y2 PAM-ag	Hck Nef HTS	Runt-CBFb FRET	Mdm2 ligase inh	p97 inhibitor	Runt-SMMHC FRET	NPY Y1 blocker	NPY1 pot ag	RBBP9 inh	SMILES
-10.6	1.2	0.0	-2.1	2.5	-1.2	2.3	-4.1	-11.5	O=C1CN(S(=O)(=O)c2ccc(Cl)cc2)CC(=O)N1CCc1ccccc1
-6.8	0.7	-3.7	-8.3	-1.1	-10.4	6.2	-31.2	-3.8	COc1ccc(Cl)cc1CN1CCN(c2nc(C)cc(C)c2C#N)CC1
-8.8	-23.7	0.5	-18.9	-9.6	-0.9	9.2	-2.9	-1.4	COc1ccc(C(CC(=O)c2ccccc2)C2CCCCC2=O)cc1 (stereo unspecified)
19.8	-8.0	-0.7	0.4	1.8	1.5	-5.0	12.3	1.3	COC(=O)COc1ccc(S(=O)(=O)Nc2ccccc2C(=O)OC)cc1
12.6	-0.4	-5.0	-4.9	3.2	-5.2	12.9	-30.4	-4.1	COc1cc2c(cc1OC)C(COc1ccc(F)cc1)N(C(=O)c1ccco1)CC2 (stereo unspecified)
-1.8	9.0	-2.4	-10.7	-0.7	-13.5	x	-21.7	-7.7	CCCOc1ccc(-c2nc(-c3ccc([N+](=O)[O-])cc3)cs2)cc1
-16.1	-0.4	0.6	-16.1	3.4	-4.3	4.8	-6.3	-6.5	Cc1ccc(-c2cc(C(=O)NCCc3ccccn3)c3ccccc3n2)c(C)c1
-8.1	-47.2	-0.9	-5.0	1.8	-7.2	x	16.2	-8.7	COc1ccc(C2C(C(=O)c3cccs3)=C(O)C(=O)N2c2cccc(C)n2)cc1OC (stereo unspecified)
10.2	0.7	-0.3	-21.1	0.0	-4.0	1.1	2.3	-9.4	COc1cc(/C=N/n2cnnc2)ccc1OC(=O)c1cccnc1
-1.2	-1.4	-2.7	-6.7	4.3	3.5	-1.8	-35.0	-3.6	CC(C)CNC(=O)c1cccc(NC(=O)Cc2ccc(Br)cc2)c1
-2.0	9.2	x	x	-6.4	x	-1.2	-11.9	2.2	Cc1ccc(-c2cc(=O)[nH]c3ccccc23)cc1
20.0	-4.5	-0.7	-12.2	3.2	-1.7	-1.9	11.0	-0.4	CCn1cc(C(=O)NCCCOC)c2cc(OC)c(OC)cc2c1=O
8.9	-0.8	-2.2	9.3	9.7	0.3	-3.5	-9.2	-6.5	O=C1NCCCC1C(=O)NCCN1C(=O)CCC1=O (stereo unspecified)
2.4	19.8	-0.4	-5.4	9.2	-4.4	6.7	8.8	-5.8	Cc1c(NC(=O)COC(=O)c2ccccc2Cl)c(=O)n(-c2ccccc2)n1C
-4.7	20.3	-2.0	x	8.1	-32.2	x	11.8	0.4	Oc1c(CN2CCN(c3ccccc3)CC2)cc(Br)c2cccnc12
-9.4	-1.0	-2.2	-25.0	0.4	-2.0	5.3	-30.9	0.5	O=C(Nc1c(F)cccc1F)c1cnc(N2CCN(c3ccccn3)CC2)c2ccccc12
7.2	25.3	0.1	-23.5	0.1	3.4	0.8	-2.6	-4.5	O=C(O)c1cc(C(=O)C2CC2)c[nH]1
7.7	-0.5	-0.1	-23.1	5.3	-5.5	5.3	-16.3	-7.5	Cc1ccc(S(=O)(=O)N2CCCOC2CNC(=O)C(=O)NCc2ccncc2)cc1 (stereo unspecified)
8.7	3.1	-1.4	-14.8	7.1	2.0	-4.7	3.4	-8.5	O=C(Nc1nc(-c2ccc(Cl)cc2Cl)cs1)c1ccc(OCC2CCCO2)cc1 (stereo unspecified)
-0.2	-1.1	1.8	-15.6	-3.1	-2.1	1.2	7.0	-1.7	O=C(c1ccc2nc(N3CCOCC3)sc2c1)N1CCN(C(=O)c2ccco2)CC1
-2.4	-2.4	-1.2	-24.5	1.0	0.5	1.5	-2.2	0.8	CCCC1C2C(=O)N(c3ccccc3)C(=O)C2ON1c1ccccc1 (stereo unspecified)
-23.6	-1.5	-0.2	-14.2	-1.9	-1.9	2.9	-8.3	4.5	Cc1ccc(CCN2CC(C(=O)NC3CCCC3)CC2=O)cc1 (stereo unspecified)
